Bioassay records deposited in PubChem by National Center for Advancing Translational Sciences (NCATS).
CBFb-RUNX1 inh: qHTS Assay for Compounds Blocking the Interaction Between CBF-beta and RUNX1 for the Treatment of Acute Myeloid Leukemia; Runt-related transcription factor 1 (Homo sapiens) + Core-binding factor subunit beta …; AlphaScreen CBFb-His/RUNX1-biotin binding, biochemical; Potency, µM (series often up to 59.8 µM), without a hit: at the top dose activity, negative = inhibition, most hits filed as inhibitors; 230,000 tested, under 10 active; AID 1477, 2009; further: % of control where 0% means no effect
Target sequence (Q01196 whole entry, looked up): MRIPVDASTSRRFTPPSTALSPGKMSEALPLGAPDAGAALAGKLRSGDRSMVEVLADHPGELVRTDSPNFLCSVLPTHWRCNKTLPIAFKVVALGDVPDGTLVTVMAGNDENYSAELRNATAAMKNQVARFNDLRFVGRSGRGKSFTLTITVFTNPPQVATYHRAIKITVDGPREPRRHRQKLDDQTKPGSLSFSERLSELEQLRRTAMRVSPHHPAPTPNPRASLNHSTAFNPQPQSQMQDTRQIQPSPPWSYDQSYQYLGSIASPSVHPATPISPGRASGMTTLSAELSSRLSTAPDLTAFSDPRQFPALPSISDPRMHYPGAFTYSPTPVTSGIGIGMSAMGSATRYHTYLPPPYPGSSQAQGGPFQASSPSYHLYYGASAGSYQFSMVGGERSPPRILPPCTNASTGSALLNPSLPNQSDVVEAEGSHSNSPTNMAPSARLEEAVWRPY
Target sequence (Q13951 whole entry, looked up): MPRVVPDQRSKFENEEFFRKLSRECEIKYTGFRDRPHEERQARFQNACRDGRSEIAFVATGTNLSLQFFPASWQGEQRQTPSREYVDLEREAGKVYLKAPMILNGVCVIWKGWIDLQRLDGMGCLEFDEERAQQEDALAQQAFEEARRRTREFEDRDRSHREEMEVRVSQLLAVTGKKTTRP
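Compounds were screened at multiple concentrations against a preformed CBF-beta(His)/RUNX1(biotin) complex (30 nM of each) for 15 min at room temperature, followed by 90 min with nickel and streptavidin beads and AlphaScreen reading.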
GAA glycogen: qHTS Assay for Inhibitors and Activators of Human alpha-Glucosidase Cleavage of Glycogen; Potency, µM (highest dose often 76.4 µM), for inactives: top-dose activity change, negative = inhibition, usual class: inhibitors; recombinant GAA, glycogen substrate, Amplex Red glucose oxidase fluorescence; AID 2100, 2009; hit rate 0.38% among 300,000;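 further: potency means the concentration at half of the fitted maximal effect; 0% = full enzyme reaction and -100% = no-enzyme basal signal; the screen sought inhibitors and activators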
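qHTS, 1536-well; enzyme 4 nM final; cpd up to 77 uM; substrate bovine liver glycogen 30 ug; 50 mM citrate/phosphate pH 5.0, 0.01% Tween-20; 37 C, 40 min; Amplex Red detection 45 min RT; Hill fit → AC50.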
Lamin A splicing: qHTS Assay for Modulators of Lamin A Splicing. HeLa LMNA splicing GFP/RFP minigene ratio, 48 h. Potency, µM (top dose mostly 46.1 µM), for inactives: at the highest dose ratio change, negative = inhibition, actives largely listed as inhibitors. hit rate 0.01% among 200,000. AID 1487, 2009; active means well fitted inhibition curve with a large enough effect in the signal ratio, with a control signal flat, not every such curve was filed as active; inconclusive means small, poorly fitted or top-dose-only effect, or effect the other way, or a change in a side signal; the % refers to the signal ratio; further: potency means the concentration at half of the fitted maximal effect; on the % scale 0 is the no-effect control and ±100 the full control effect
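Read-out is the ratio of GFP to DsRed2 object intensity, acquired by 488 nm laser-scanning cytometry on HeLa lamin A-EGFP minigene reporter cells. Compound incubation 48 hrs at 37 °C in Opti-MEM with 2% FBS; DMSO 0.5% final.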
GAA inh: qHTS Assay for Inhibitors of Human alpha-Glucosidase as a Potential Chaperone Treatment of Pompe Disease; Potency, µM (doses to about 76.9 µM), for the others: top-dose activity change, negative = inhibition, usual class: inhibitors; Lysosomal alpha-glucosidase (Homo sapiens), P10253; hit rate 0.005% among 200,000; purified human GAA, 4-MU-alpha-glucoside fluorescence;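 further: potency means the concentration at half of the fitted maximal effect; plate controls were uninhibited enzyme wells for no effect and no-enzyme background for full effect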
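Activity normalized between no-enzyme (basal) and enzyme-only wells. Conditions: 4 nM human enzyme, 400 uM fluorogenic substrate, citrate/phosphate pH 5.0 with Tween-20, 20 min room temperature, compounds up to 77 uM.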
HTT ATP protect: qHTS Multiplex Assay to Identify Dual Action Probes in a Cell Model of Huntington: Cytoprotection (ATP). PC12 HTT-Q103 induced, cytoprotection, ATP luminescence, 40 h. Potency, µM (doses to about 56.4 µM), without a hit: cytoprotection (ATP increase), hits mostly activators. hit rate 0.14% among 230,000. AID 1471, 2008;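 further: potency means the concentration at half of the fitted maximal effect; % of control where 0% means no effect; nearly all actives have a fitted effect of over 45% in size; toxic huntingtin expression switched on by the ecdysone agonist tebufenozide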
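PC12 cells with ecdysone-inducible HTT exon 1 Q103-GFP, induced with 100 nM tebufenozide and co-treated with library compounds in a dose series (1536-well, 1500 cells/well). Cytoprotection read as ATP content by ATPlite luminescence.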
HTT aggregate: qHTS Multiplex Assay to Identify Dual Action Probes in a Cell Model of Huntington: Aggregate Formation (GFP); PC12 HttQ103-GFP aggregates, Acumen cytometry, 40 h; Potency, µM (series often up to 46.1 µM), for the others: at the top dose activity change, negative = inhibition, actives largely listed as inhibitors; hit rate 1.1% among 220,000; AID 1688, 2009; further: potency means the concentration at half of the fitted maximal effect; on the % scale 0 is the no-effect control and ±100 the full control effect; nearly all actives have a fitted effect of over 60% in size
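PC12 cells stably carrying ecdysone-inducible HTT exon 1 Q103–GFP were induced with tebufenozide (100 nM final) and treated with library compounds in titration. GFP aggregates in lysates were counted by laser scanning cytometry.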
GAA spleen mod: qHTS Assay for Inhibitors and Activators of Human alpha-Glucosidase From Spleen Homogenate | AID 2112, 2009 | hit rate 0.006% among 240,000 | Potency, µM (series often up to 79.9 µM), for the others: at the top dose activity change, negative = inhibition, usual class: inhibitors | human spleen homogenate, 4-MU-alpha-glucoside fluorescence;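 further: potency means the concentration at half of the fitted maximal effect; 0% = enzyme with vehicle and -100% = no enzyme basal signal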
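Enzyme source: human spleen homogenate, 1 ug/well. Buffer 50 mM citric acid/K phosphate pH 5.0, 0.01% Tween-20. 4-MU-alpha-glucoside 1 mM; 37 C x 40 min; NaOH/glycine stop; fluorescence.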
Numbers without * were called inactive; ? = inconclusive; . = not tested or not shown; & = joins results of further samples; [ ] = dose if it differs, or a comment. Unless noted, the call rests on the fitted dose curve; in most records, active means well fitted curve in the direction sought with a large enough effect; inconclusive means small, poorly fitted or top-dose-only effect, or another doubt; inactive means no such curve, though single readings can be large; an effect the other way counts as inactive or inconclusive.

1	CNC(=O)CSc1nccn1Cc1ccc(Cl)cc1
2	COc1cc2c(cc1OC)C(C)N(C(=S)Nc1ccccc1)CC2 (centres undefined)
3	CN(Cc1ccc(F)cc1)C(=O)c1cc(COc2ccc(F)cc2F)on1
4	Cn1nnnc1SCC(=O)Nc1cc(C(C)(C)C)nn1-c1ccccc1
5	Cc1ccc(-n2c(SC3CCOC3=O)nc3ccccc3c2=O)cc1 (centres undefined)
screen / no.	1	2	3	4	5
CBFb-RUNX1 inh	9%	-1%	?	4%	-24%
GAA glycogen	4%	1%	1%	2%	4%
Lamin A splicing	?	-9%	16%[46 µM]	-12%	.
GAA inh	-1%	4%	-3%	0%	-4%
HTT ATP protect	-9%	12%[10 µM]	20%[10 µM]	?	-17%
HTT aggregate	14%	?	7%[9.22 µM]	?	7%
GAA spleen mod	.	-8%	-1%	-5%	1%

6	COCCNC(=S)N1CCC(C(=O)c2ccc3c(c2)OCCO3)CC1
7	CN1C(=O)c2ccc(C(=O)Nc3nccs3)cc2C1=O
8	Cc1c(C(N)=O)sc2ncn(CC(=O)NCCc3ccccc3)c(=O)c12
9	CC(C)NC(=O)NNC(=O)c1cc(COc2cc(Cl)cc(Cl)c2)on1
10	Cc1ccc(C(=O)c2cn[nH]c2-c2ccccc2O)cc1
screen / no.	6	7	8	9	10
CBFb-RUNX1 inh	6%	-2%	0%	-1%	-2%
GAA glycogen	-2%	17%	-9%	-4%	0%
Lamin A splicing	4%[46 µM]	6%[46 µM]	?	.	?
GAA inh	6%	?	-2%	.	2%
HTT ATP protect	-53%[inhibitor]	-5%[10 µM]	20%[10 µM]	22%[10 µM]	-13%
HTT aggregate	-14%	0%[9.22 µM]	12%[9.22 µM]	-7%[9.22 µM]	13%
GAA spleen mod	2%	0%	-5%	5%	-6%

11	O=C(COC(=O)c1cc(-c2cccs2)nn1-c1ccccc1)Nc1cccc([N+](=O)[O-])c1
12	Cc1ccc(OCC(=O)Nc2ccccc2-c2ccccc2NC(=O)COc2ccc(C)cc2)cc1
13	CC1(C)CC(=O)C2=C(C1)OC1=C(C(=O)CC(C)(C)C1)C2c1cc([N+](=O)[O-])cc([N+](=O)[O-])c1O
14	O=C1C(c2ccnc3ccccc23)=C(O)c2ccccc21
15	COc1ccc(OC)c2sc(NC(=O)c3ccc(Br)s3)nc12
screen / no.	11	12	13	14	15
CBFb-RUNX1 inh	-4%	4%	2%	11%	14%
GAA glycogen	-8%	-2%	-22%	5%	-3%
Lamin A splicing	-2%	-6%	.	-14%	-8%
GAA inh	4%	2%	1%	5%	-15%
HTT ATP protect	-4%[10 µM]	-5%[10 µM]	-4%[10 µM]	-79%[inhibitor][10 µM]	2%[10 µM]
HTT aggregate	1%	-14%	-1%[9.22 µM]	-16%	-18%
GAA spleen mod	-4%	3%	2%	-5%	0%

16	C[C@@H](C(=O)Nc1ccc2ccccc2c1)[C@@H]1C[C@@]1(C)[C@@H](NC(=O)c1cccnc1)c1ccccc1
17	COc1ccc(C(=O)Nc2ccc(C3CC3(Cl)Cl)cc2)cc1 (centres undefined)
18	O=C(c1cccc(F)c1)N1CCCN(C(=O)c2cccc(F)c2)CC1
19	COc1ccccc1OCC(=O)Nc1cc(Cl)ccc1Oc1ccccc1
20	O=c1cc(-c2cccc3ccccc23)[nH][nH]1
screen / no.	16	17	18	19	20
CBFb-RUNX1 inh	-1%[2.36 µM]	14%	-13%	27%	1%
GAA glycogen	6%	3%	-3%	-8%	?
Lamin A splicing	-21%	.	0%	-12%	-2%
GAA inh	-2%	-1%	5%	-5%	2%
HTT ATP protect	-76%[inhibitor]	-67%[inhibitor]	-6%[10 µM]	23%[10 µM]	30%[10 µM]
HTT aggregate	-1%	-12%	-2%	?	13%
GAA spleen mod	-2%&2%	-4%	-2%	-19%	-17%

21	CN(C)c1ccc(NS(=O)(=O)c2ccc(-c3csnn3)cc2)cc1
22	CCCCN(CCCC)CC(O)COc1ccccc1Br (centres undefined)
23	O=Cc1[nH]c2ccccc2c1N(C(=O)CCl)c1ccccc1
24	CCOC(=O)c1cnc2nc(NCc3ccc(OC)c(OC)c3)[nH]n2c1=O
25	COc1ccccc1N1CCN(CCCCCCOc2ccc(F)cc2)CC1
screen / no.	21	22	23	24	25
CBFb-RUNX1 inh	1%	15%	-4%	?	-1%
GAA glycogen	1%	-4%	-2%	6%	3%
Lamin A splicing	.	-11%	.	-5%	?
GAA inh	-1%	4%	.	-5%	-11%
HTT ATP protect	-32%[10 µM]	-18%[10 µM]	-1%[10 µM]	-11%	.
HTT aggregate	3%[9.22 µM]	0%	13%[9.22 µM]	-10%	2%
GAA spleen mod	11%	-11%	4%	-10%	5%

26	Cc1cc(C)n(-c2nc3ccccc3nc2N2CCCCCC2)n1
27	O=C(NCc1cccnc1)c1c(F)c(F)c(F)c(F)c1F
28	COc1cc2nc(CN(C)CC(=O)Nc3ccc(N4CCOCC4)cc3)[nH]c(=O)c2cc1OC
29	O=S(=O)(c1ccc(Cl)c(NC(=S)Nc2cccc(O)c2)c1)N1CCOCC1
30	Cn1c(SCC(=O)N2CCCc3ccccc32)nnc1-c1ccco1
screen / no.	26	27	28	29	30
CBFb-RUNX1 inh	?	-1%	-1%	1%	-2%
GAA glycogen	1%	1%	-10%	-8%	1%
Lamin A splicing	-1%	4%	9%	4%	-1%
GAA inh	-14%	-12%	-3%	-6%	-1%
HTT ATP protect	8%[0.074 µM]	-17%	4%	17%[10 µM]	-7%[10 µM]
HTT aggregate	?	0%	21%	9%	?
GAA spleen mod	-1%	-1%	4%	5%	-2%

31	Cc1cc(NC(=O)COn2nnc3ccc(Cl)cc32)no1
32	CCc1c(C)c2c(C)nn(-c3ccccc3)c2[nH]c1=O
33	COc1ccc(-n2nc(C(=O)O)nc2-c2ccccc2)cc1
34	Cn1cc(S(=O)(=O)CC(=O)Nc2ccc(Br)cc2)c2ccccc21
35	O=C1CCCC(O)=C1C(C#Cc1ccccc1)C1=C(O)CCCC1=O
screen / no.	31	32	33	34	35
CBFb-RUNX1 inh	3%	9%	-3%	-5%	-1%
GAA glycogen	0%	-4%	-1%	-5%	0%
Lamin A splicing	2%	-6%	11%	-6%	?
GAA inh	7%	-11%	-10%	-6%	-7%
HTT ATP protect	13%[10 µM]	1%[10 µM]	6%	-2%	6%[10 µM]
HTT aggregate	1%	12%	-9%	2%	12%
GAA spleen mod	-3%	1%	0%	6%	-1%

36	COC(=O)[C@@]1(Cc2ccccc2)[C@H]2c3cc(C(=O)N4CCCC4)n(CCN4CNCC4=O)c3C[C@H]2CN1C(=O)c1ccccc1
37	CCCCNC(=O)CCC(=O)NNc1nc2ccccc2c2nc(-c3ccccc3)nn12
38	Cn1cc(-c2nc3cnc(Oc4cccc(Cl)c4)nc3n(C3CC3)c2=O)c2ccccc21
39	S=C(NCc1ccco1)Nc1ccccc1
40	COc1cc(C(c2sc3ncnn3c2O)N2CCN(c3ccccc3F)CC2)cc(OC)c1OC (centres undefined)
screen / no.	36	37	38	39	40
CBFb-RUNX1 inh	6%	-1%	.	-1%	-4%
GAA glycogen	.	-5%[76.3 µM]	.	6%	12%
Lamin A splicing	.	-6%	7%	?	-5%
GAA inh	.	6%	.	-1%	-5%
HTT ATP protect	18%	-9%[10 µM]	-3%	26%[10 µM]	-25%
HTT aggregate	.	?	.	16%[9.22 µM]	4%
GAA spleen mod	1%	1%	3%	-8%	3%

41	CC1CC(C)CN(CCCNC(=O)c2ccc3c(SCC(=O)O)c4c(nc3c2)CCC4)C1 (centres undefined)
42	CCOC(=O)C1CCCN(C(=O)Nc2ccccc2)C1 (centres undefined)
43	O=C(CCc1ccccc1)NC(=S)Nc1ccc(S(=O)(=O)N2CCOCC2)cc1
44	CCC(=O)Nc1ccc2c(c1)ncn2-c1ccc(C)cc1
45	Cn1c(=O)n(C)c2cc(NS(=O)(=O)c3cccs3)ccc21
screen / no.	41	42	43	44	45
CBFb-RUNX1 inh	-4%	2%	1%	-2%	8%
GAA glycogen	-1%	-12%	2%	1%	9%
Lamin A splicing	.	7%	?	19%[46 µM]	?
GAA inh	.	-3%	-4%	6%	-2%
HTT ATP protect	26%[10 µM]	.	.	-129%[inhibitor]	-33%[inhibitor]
HTT aggregate	-8%[9.22 µM]	0.63µM*	-3%	-21%	-20%
GAA spleen mod	6%	-3%	-3%	-12%	-9%

3 compounds out of the list above, sorted by the number in CBFb-RUNX1 inh, smallest number first.
nr	SMILES	CBFb-RUNX1 inh	GAA glycogen	Lamin A splicing	HTT aggregate	GAA spleen mod
41	CC1CC(C)CN(CCCNC(=O)c2ccc3c(SCC(=O)O)c4c(nc3c2)CCC4)C1 (centres undefined)	-4%	-1%	.	-8%[9.22 µM]	6%
44	CCC(=O)Nc1ccc2c(c1)ncn2-c1ccc(C)cc1	-2%	1%	19%[46 µM]	-21%	-12%
43	O=C(CCc1ccccc1)NC(=S)Nc1ccc(S(=O)(=O)N2CCOCC2)cc1	1%	2%	?	-3%	-3%

Later entries
46	CC1CC(C)CN(C(=O)CNC(=O)Cn2ccc3ccccc3c2=O)C1 (centres undefined)
47	O=C(CSc1nnnn1-c1ccc2c(c1)OCCO2)c1cccc2c1OCCO2
48	CCOC(=O)c1sc(NC(=O)c2cccc(S(=O)(=O)N3c4ccccc4CC3C)c2)cc1C (centres undefined)
49	CN(Cc1nc(-c2cnccn2)no1)Cc1cccc2ccccc12
50	COc1ccc(/C(C)=N/NC(=O)c2ccc(NS(=O)(=O)c3cccs3)cc2)cc1
screen / no.	46	47	48	49	50
CBFb-RUNX1 inh	0%	0%	7%	8%	5%
GAA glycogen	-1%	4%	1%	-9%	-3%
Lamin A splicing	22%[46 µM]	?	?	.	.
GAA inh	-8%	14%	-3%	9%	.
HTT ATP protect	-17%	1%	-1%[10 µM]	-8%[10 µM]	4%[10 µM]
HTT aggregate	-6%	-21%	13%	11%[9.22 µM]	-28%[9.22 µM]
GAA spleen mod	-4%	-8%	5%	-1%	-10%
